sPLA2-III inh: Inhibits HGIII-sPLA2 liposome hydrolysis, primary screen; QFRET BODIPY PC-A2 liposome hydrolysis, fluorescence; 0.56% of 370,000 active; inhibition, % at 12.2 µM;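 active means inhibition above mean plus 3 SD of compounds lying within the high and low control bounds, cut at about 19% in these data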;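 further: 0% = median of test compound wells and 100% = no enzyme DMSO wells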
ADAM10 inh: inhibits human ADAM10 | recombinant ADAM10, EDANS/DABCYL FRET peptide cleavage, 3 h | O14672 | AID 720582 | 0.62% of 370,000 active | inhibition, % at 7 µM;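 active means inhibition above a per-campaign cutoff equal to the mean of compounds falling between control-based bounds plus 3 SD, cut at about 20% in these data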;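 further: 0% = DMSO wells while the 100% control is not disclosed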
ARFGAP1 inhibitor: inhibitors of rat ARFGAP1; inhibition, % at 16.5 µM; AID 651572; Arfgap1-stimulated ARF1 GTP hydrolysis, GDP FP detection; Q62848; 0.26% of 360,000 active;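 active means inhibition above a per-plate limit, mean inhibition of low control wells plus 3 SD, cut at about 25% in these data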;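 further: 0% = DMSO wells with enzyme and 100% = wells lacking Arfgap1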
Target sequence (Q62848 1-136 limits assumed): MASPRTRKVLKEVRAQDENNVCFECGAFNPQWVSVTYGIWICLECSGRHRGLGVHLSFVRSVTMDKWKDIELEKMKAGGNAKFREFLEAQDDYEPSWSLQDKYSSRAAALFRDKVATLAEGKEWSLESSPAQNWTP
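Replicates: Single well per compound | Assay system: Truncated rat Arfgap1 GAP domain | Control set: No-Arfgap1 wells (100%) versus DMSO full-reaction wells (0%) | Times: Enzyme reaction 120 min at 25 °C after 20 min preincubation | Reagent: Human ARF1(Δ1-17)-GTP substrate | Measured by: Tracer-displacement fluorescence polarization with EDTA stop, 620/688 nm | Measure: Percent inhibition of Arfgap1-stimulated GTP hydrolysis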
NPR1 activator: GC-A (human) enzyme activation | P16066 | HEK293 GC-A cells, cGMP TR-FRET, EC30 ANP; 0% at EC30 ANP, 100% saturating ANP | activation, % at 10 µM | 0.14% of 370,000 active | AID 1671463; in the data active means activation above about 40%
FXN GAA850 act: frataxin GAA850 promoter activation; HEK293 lucGAA850 FXN promoter luciferase reporter, 24 h; percent of 10 µM SAHA response; activation, % at 6 µM; 0.56% of 360,000 active; AID 540364;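 active means activation above the average of all compounds screened plus 3 SD, cutoff fixed separately per campaign, cut at about 7.5% in these data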;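 further: 0% = DMSO wells and 100% = 10 µM SAHA wells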
rCAG RNA binder: molecules binding r(CAG) RNA repeats; AID 651821; r(CAG) RNA repeat, TO-PRO-1 dye displacement fluorescence; inhibition, % at 3 µM; 1.3% of 370,000 active;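 active means inhibition above the plate cutoff, the mean of all test compounds on that plate plus 3 SD, cut at about 35% in these data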;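 further: 0% = DMSO alone and 100% = 100 µM mitoxantrone as full dye displacement; higher means more dye released from RNA so lower well fluorescence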
DDE Tn6 FP inh: inhibitors of Tn6 peptide binding to human fibrin DD(E); P02675; Fibrin DD(E) TRITC-Tn6 fluorescence polarization displacement; inhibition, % at 8.3 µM; 0.21% of 370,000 active; AID 720509;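 active means inhibition above a per-campaign cutoff: mean of compounds within control limits plus 3 SD, cut at about 15% in these data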;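 further: 0% = median of all compound wells on the plate and 100% = blocking peptide control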
Target sequence (P02675 whole entry, looked up): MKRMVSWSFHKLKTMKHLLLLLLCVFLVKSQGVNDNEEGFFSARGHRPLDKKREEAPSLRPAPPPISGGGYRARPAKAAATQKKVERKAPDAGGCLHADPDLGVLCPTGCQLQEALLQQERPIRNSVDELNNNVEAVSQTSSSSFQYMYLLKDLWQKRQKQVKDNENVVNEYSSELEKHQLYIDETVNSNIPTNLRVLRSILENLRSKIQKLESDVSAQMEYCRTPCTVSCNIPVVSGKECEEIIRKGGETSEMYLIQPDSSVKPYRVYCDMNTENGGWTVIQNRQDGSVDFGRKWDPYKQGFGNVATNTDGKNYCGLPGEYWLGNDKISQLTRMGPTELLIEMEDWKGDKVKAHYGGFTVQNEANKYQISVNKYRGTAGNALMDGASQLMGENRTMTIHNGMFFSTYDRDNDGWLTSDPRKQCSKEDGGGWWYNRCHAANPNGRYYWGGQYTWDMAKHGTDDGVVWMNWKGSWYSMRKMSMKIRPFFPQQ
proKLK7 act: proKLK7 (human) activation, primary screen; activation, % at 7 µM; purified proKLK7, EDANS-DABCYL substrate fluorescence; 100% is mature enzyme control, 0% vehicle; 0.9% of 370,000 active; P49862;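 active means activation above the mean of all tested compounds plus 3 SD, computed per campaign excluding outliers beyond control limits, cut at about 13% in these data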
Target sequence (P49862 whole entry, looked up): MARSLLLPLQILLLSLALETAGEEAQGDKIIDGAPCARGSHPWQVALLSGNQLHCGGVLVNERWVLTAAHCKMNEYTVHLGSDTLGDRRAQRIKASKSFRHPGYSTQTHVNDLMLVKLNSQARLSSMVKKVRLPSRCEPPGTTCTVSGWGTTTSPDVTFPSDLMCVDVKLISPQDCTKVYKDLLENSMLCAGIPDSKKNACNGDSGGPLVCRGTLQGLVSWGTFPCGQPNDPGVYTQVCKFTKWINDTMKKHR
ASAP1 inh: blocks human ASAP1-stimulated Arf1 GTP hydrolysis; Q9ULH1; GDP FP detection; inhibition, % at 16.5 µM; 0.19% of 360,000 active; AID 624377; in the data active means inhibition above about 25%;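 further: 0% = vehicle with enzyme and substrate and 100% = no enzyme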
NPR2 activator: GC-B (human) receptor activation; activation, % at 10 µM; 0.11% of 370,000 active; HEK293-GC-B cells, CNP EC30, cGMP TR-FRET; 0% at EC30 CNP, 100% saturating CNP; P20594;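 active means activation at 10 µM reaching about 35% in either raw or pattern-adjusted values, limit read from the data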
Numbers without * were called inactive; · = not tested or not shown.

Below each compound – sPLA2-III inh	ADAM10 inh	ARFGAP1 inhibitor	NPR1 activator	FXN GAA850 act	rCAG RNA binder	DDE Tn6 FP inh	proKLK7 act	ASAP1 inh	NPR2 activator
Cc1cc(O)c(C(=O)c2ccccc2C(=O)O)cc1C
 : 3	8	-4	0	-0.9	2	11	0.0	12	2
CSc1nc(=S)cc(C)[nH]1
 : -3	-1	0	-2	0.4	-5	4	0.3	15	4
O=C(N/N=C/c1cccnc1)c1sc2ccccc2c1Cl
 : -3	-1	8	-1	-0.6	2	6	-1.0	8	2
CCC(C(=O)Nc1ccccc1-c1ccccc1)c1ccccc1 (stereo not given)
 : -2	6	-3	-11	0.4	-4	6	0.0	7	-10
O=C(NCCOc1ccc(F)cc1)C1CCC(=O)N(CC2CCCCC2)C1 (stereo not given)
 : 0	-3	3	-1	0.0	-6	3	0.5	-3	1
CCOc1cc(CNc2ncn[nH]2)ccc1OCC(=O)NC(C)(C)C
 : 3	6	4	3	0.7	-2	-6	-0.3	-11	4
CCOC(=O)C(Sc1nn(C)c(=S)s1)C(C)=O (stereo not given)
 : 0	12	4	-1	-1.7	5	-4	0.0	6	0
NC(=O)c1ncn([C@@H]2O[C@H](CNCc3ccc(OCC(=O)Nc4ccccn4)cc3)[C@@H](O)[C@H]2O)n1
 : 5	-14	5	2	-0.7	1	-4	0.8	-5	-3
COc1ccc(OC)c(/C=C/C(=O)Nc2ccc3c(c2)CCC3)c1
 : -27	-18	-2	0	4.4	8	-3	0.3	2	1
O=S1(=O)CC(N2CCC(c3ccccc3)CC2)CN1C1CCCCC1 (stereo not given)
 : 0	-11	-7	3	·	0	0	0.3	7	5
O=C(c1cccc(Cl)c1)c1nn(-c2ccccc2)c(=O)cc1C(F)(F)F
 : -3	9	-9	-4	-2.0	-3	2	-0.1	1	-4
Cc1nn(CC(=O)NC2CC2)c(C)c1S(=O)(=O)N(C)C
 : 1	-4	-5	1	-1.0	0	1	0.2	5	-3
O=C(NCCc1ccc(O)cc1)c1ccc(Cl)cc1
 : 0	-7	1	2	3.3	2	-7	0.2	13	6
CCN(CC)C(=O)COc1ccc(/C(C)=N/NC(=O)c2ccccc2Br)cc1
 : 8	9	5	2	-0.1	-4	1	0.5	6	-1
CCN1C(=O)[C@H]2[C@@H](c3ccc(-c4ccc5c(c4)OCO5)c(OC)c3)N[C@@](CC(C)C)(C(=O)OC)[C@H]2C1=O
 : -12	-402	-9	2	-1.8	3	1	-5.2	5	1
N#Cc1cccc(CSc2nnc(CCCO)n2-c2ccccc2)c1
 : -2	-5	3	-8	-0.3	-6	1	0.3	10	-6
Cc1ccc(-c2nc3ncccc3o2)cc1NC(=O)CC(C)C
 : -1	-89	4	1	0.0	1	10	1.6	-6	2
CC(=O)Nc1ccc(-c2ccnc3c2CC(C(=O)NCc2ccc(N4CCN(C)CC4)cc2)O3)cc1 (stereo not given)
 : 0	6	0	3	0.5	3	4	-0.5	18	-3
Cc1cccc(COc2ccccc2C(=O)OCC(=O)N(C)c2c(N)n(Cc3ccccc3)c(=O)[nH]c2=O)c1
 : -16	-4	9	-3	-9.6	-1	3	0.4	11	0
Clc1ccc(-c2nnc(-c3ccc(Br)cc3)c(N3CCSCC3)n2)cc1
 : 2	5	10	-2	1.5	-3	-6	0.3	18	-6
CC1CCCCN1C(=O)Cn1c(=O)n(C2CCCCC2)c(=O)c2ccccc21 (stereo not given)
 : 0	0	-12	-5	0.2	-6	9	0.2	-19	3
CCOC(=O)C(=CNc1ccc(C(F)(F)F)cc1Cl)C(=O)OCC
 : 2	1	9	6	3.5	-1	8	0.0	-11	5
CC(Sc1nc(N)cc(=O)[nH]1)C(=O)Nc1ccc(N2CCOCC2)cc1 (stereo not given)
 : -2	-4	-6	2	-0.9	9	11	0.5	-16	2
O=C(NCCN1CCOCC1)C1CC(=O)N(c2ccc(Cl)cc2)C1 (stereo not given)
 : 0	-5	-5	3	0.3	0	4	-0.8	-2	0
CCCCc1nc2cc(C(=O)N3CCN(c4cnccn4)CC3)ccc2o1
 : -4	-68	7	-2	0.4	-8	0	1.2	7	-2
Cc1ccc(S(=O)(=O)Nc2cc(S(=O)(=O)N3CCOCC3)ccc2NCC2CCCO2)cc1 (stereo not given)
 : 1	-9	1	1	3.0	22	6	-0.1	13	2
CC(C)CCNC(=O)c1c[nH]c2ccc(S(=O)(=O)N3CCC4(CC3)OCCO4)cc2c1=O
 : -4	-37	-1	-2	-0.1	12	-2	-0.7	2	-2
Cc1ccc(Cn2c(SCCN3CCCCC3)nc3c2c(=O)[nH]c(=O)n3C)cc1
 : 5	-11	-17	1	0.4	0	0	-0.1	-1	-2
O=C1CC(c2ccccc2)CC(O)=C1C=NCCc1ccccc1 (stereo not given)
 : -4	-3	9	4	-0.2	-6	6	-1.0	9	-2
COc1ccc(NC(=O)c2c(Nc3ccccc3)sc(C(=O)c3ccc(F)cc3)c2N)cc1
 : 0	5	-9	9	-3.0	31	8	0.1	11	2

Sorted by molar mass (highest first): some entries from above
Below each compound – sPLA2-III inh	ADAM10 inh	ARFGAP1 inhibitor	NPR1 activator	FXN GAA850 act	rCAG RNA binder	DDE Tn6 FP inh	proKLK7 act	ASAP1 inh	NPR2 activator
Clc1ccc(-c2nnc(-c3ccc(Br)cc3)c(N3CCSCC3)n2)cc1
 : 2	5	10	-2	1.5	-3	-6	0.3	18	-6
CCOC(=O)C(=CNc1ccc(C(F)(F)F)cc1Cl)C(=O)OCC
 : 2	1	9	6	3.5	-1	8	0.0	-11	5
CCCCc1nc2cc(C(=O)N3CCN(c4cnccn4)CC3)ccc2o1
 : -4	-68	7	-2	0.4	-8	0	1.2	7	-2

Later entries
Below each compound – sPLA2-III inh	ADAM10 inh	ARFGAP1 inhibitor	NPR1 activator	FXN GAA850 act	rCAG RNA binder	DDE Tn6 FP inh	proKLK7 act	ASAP1 inh	NPR2 activator
COc1ccc(CC(=O)OCC(=O)Nc2ccc3[nH]c(=O)[nH]c3c2)cc1OC
 : 2	9	-6	-1	-0.2	2	-7	0.7	-14	-4
CCOc1ccc(S(=O)(=O)Nc2cccc(C(=O)N3CCN(c4ccccc4O)CC3)c2)cc1
 : -37	0	-5	-1	2.7	12	8	-0.2	-2	4
COc1ccccc1NC(=O)COC(=O)Cc1c[nH]c2ccccc12
 : -57	-8	-7	-3	3.1	3	-2	0.6	-5	-5
O=[N+]([O-])c1ccc(N2CCCCC2)cc1
 : 9	3	5	4	2.6	-1	-1	0.1	-19	1
O=C(Nc1cccc(S(=O)(=O)N2CCCCC2)c1)C1COc2ccccc2O1 (stereo not given)
 : -22	-3	0	-1	0.8	3	7	0.1	11	7
CCOc1ccc(NC(=O)Cn2c(=O)oc3ccccc32)cc1
 : 2	5	10	2	0.9	2	4	-0.4	-13	-7
CC[C@]12c3[nH]c4cc(CCC(=O)N(C)C)ccc4c3CCN1C(=O)[C@@H](CC(=O)NCCC1=CCCCC1)C[C@@H]2C(=O)N1CCN(C(=O)C2CC2)CC1
 : -7	-9	1	4	0.2	0	2	0.1	-14	0
CC1CCN(C(=O)CSc2ccc(-c3ccc4c(c3)OCCO4)nn2)CC1
 : 2	1	17	1	0.6	-5	-4	-0.4	-5	4
COc1cc2c(cc1OC)C(C(=O)N1CCCCC1)C(c1ccccc1F)N(C)C2=O (stereo not given)
 : 0	-14	-4	-28	1.9	-7	3	-0.3	-11	-12
COc1cc(OC)c2ccc(=O)oc2c1C(CCN1CCN(c2ccccc2)CC1)c1ccc2c(c1)OCO2 (stereo not given)
 : -2	1	10	-15	-2.8	0	4	-2.6	9	-19
Cc1cccc(/N=C2/NC(=O)C(Cc3ccccc3)S2)n1 (stereo not given)
 : 0	-4	-5	-3	-0.3	-1	6	0.8	-4	-2
COc1ccc(S(=O)(=O)N2CCOCC2)cc1NC(=O)CSc1nnc(C2CC2)n1C
 : -8	-5	11	2	0.5	0	-2	0.5	4	-2
Cc1cc(NC(=O)c2ccco2)ncc1NC(=O)Cc1ccccc1
 : 4	-1	8	2	1.7	-1	1	0.0	4	2
Cc1ccccc1CNC(=O)COc1ccccc1
 : -2	-2	12	7	1.7	-4	8	0.2	10	5
CCOc1ccc(C/C(N)=N/n2cnnc2)cc1
 : 0	2	4	2	-1.1	0	5	0.2	2	0
CCOC(=O)C1=NOC(Cn2cc(C#N)c(=O)n(C)c2=O)C1 (stereo not given)
 : 1	10	13	3	1.9	3	-3	0.4	-6	7
Cc1cc(-c2ccc(S(=O)(=O)N3CCN(C)CC3)s2)on1
 : -4	0	7	-2	-0.6	-3	-1	-0.5	4	-1
Cc1ccc(C2NC(c3ccc(C)cc3)C(C)C(=O)C2C)cc1 (stereo not given)
 : 7	0	4	18	0.9	-4	-2	-0.7	-3	2
Cc1ccc(Cn2c(N3CCNCC3)nc3c2c(=O)[nH]c(=O)n3C)cc1
 : 13	-5	3	0	3.3	-3	0	-0.9	2	-4
Cc1ccccc1/[N+]([O-])=C/c1cccs1
 : -2	3	3	0	1.1	0	0	-0.3	4	-2
Cc1cc(=O)oc2cc(OCC(=O)N/N=C/c3cc([N+](=O)[O-])ccc3O)ccc12
 : 8	0	-7	0	-0.5	6	0	0.5	10	0
O=C(CCCN1C(=O)c2ccccc2C1=O)Nc1sc2c(c1C(=O)NCc1ccco1)CCC2
 : -2	7	-10	7	3.5	8	-9	0.3	-6	8
N#CCC(CNc1ncc(C(F)(F)F)cc1Cl)OC(=O)c1cccc([N+](=O)[O-])c1 (stereo not given)
 : -17	21*	9	-9	-4.8	0	1	0.2	14	-5
CN1CCN(C(=O)CN2C(=O)NC(C)(c3ccc4ccccc4c3)C2=O)CC1 (stereo not given)
 : 4	0	-2	0	-2.1	-4	-9	-0.1	-7	-1
CCN1CCn2c1nc(N1CCCCC1)nc2=O
 : 3	0	2	1	0.0	-4	2	-0.2	2	3
CCCCNC(=O)c1nc(C2CCN(S(=O)(=O)c3ccccc3C(F)(F)F)CC2)oc1-c1ccccc1
 : -12	2	-5	2	·	6	-7	-6.8	10	3
COc1ccccc1C(=O)NC1CCCCN(Cc2ccc(Cl)cc2)C1=O (stereo not given)
 : -2	0	·	-2	·	2	-6	0.8	·	2
CSc1ccc(/C=N/S(=O)(=O)c2ccccc2)cc1
 : -1	1	3	2	-2.0	-2	1	0.4	6	11
O=C(Cc1ccc(-c2ccccc2)cc1)OCC(=O)N1CCCC1=O
 : -4	-9	-12	13	0.2	-1	3	-0.1	-1	2
Cc1ccc(-n2c(-c3ccccc3)n[nH]c2=S)c(C)c1
 : 15	-1	0	1	0.1	1	1	-0.3	0	0

The listing continues:
Below each compound – sPLA2-III inh	ADAM10 inh	ARFGAP1 inhibitor	NPR1 activator	FXN GAA850 act	rCAG RNA binder	DDE Tn6 FP inh	proKLK7 act	ASAP1 inh	NPR2 activator
O=C(Nc1ccc2c(c1)OCO2)Nc1ccccc1F
 : 5	-1	3	-2	2.2	-3	-2	-0.7	-9	5
CNC(=O)COc1ncnc2sc(C)c(C)c12
 : 4	7	21	2	-0.2	-1	0	0.0	0	1
CC(C)(C)c1cc2nc3c(c(=O)n2[nH]1)CN(Cc1ccccc1)C3=O
 : 4	-252	-6	7	-0.5	0	-2	9.4	-4	3
O=[N+]([O-])c1cccc(C(=S)N2CCN(c3ccccc3)CC2)c1
 : 11	5	-3	0	0.1	0	10	0.5	4	2
O=C(Nc1cc(S(=O)(=O)N2CCCC2)ccc1Cl)C1=COCCO1
 : 1	2	-7	-3	-1.3	-2	2	-1.3	-5	1
